# Bioassay records: PubChem, several laboratories
# PP5 inh – PP5 phosphatase inhibitors, primary screen, biochemical, fluorescence. 320,000 tested, 0.18% active. AID 1987, 2009. inhibition, % at 6.7 µM. Serine/threonine-protein phosphatase 5 (Homo sapiens), P53041. purified PP5c, OMFP substrate fluorescence;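 active = inhibition above the campaign's mean inhibition across all tested compounds plus 3 SD, cut at about 9.5% in these data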;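 also: 0% = DMSO only and 100% = 100 µM cantharidin control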
# PREPL inh – PREPL enzyme inhibitors, primary screen, biochemical, fluorescence polarization; 320,000 tested, 0.68% active; inhibition, % at 5.96 µM; AID 2751, 2010; Prolyl endopeptidase-like (Homo sapiens), Q4J6C6; recombinant PREPL, fluorescence polarization activity-based probe; in the data active = inhibition above about 43%;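 also: 0% = enzyme with DMSO and 100% = wells lacking enzyme; many of its hits are not listed in these tables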
# Target sequence (Q4J6C6 whole entry, looked up): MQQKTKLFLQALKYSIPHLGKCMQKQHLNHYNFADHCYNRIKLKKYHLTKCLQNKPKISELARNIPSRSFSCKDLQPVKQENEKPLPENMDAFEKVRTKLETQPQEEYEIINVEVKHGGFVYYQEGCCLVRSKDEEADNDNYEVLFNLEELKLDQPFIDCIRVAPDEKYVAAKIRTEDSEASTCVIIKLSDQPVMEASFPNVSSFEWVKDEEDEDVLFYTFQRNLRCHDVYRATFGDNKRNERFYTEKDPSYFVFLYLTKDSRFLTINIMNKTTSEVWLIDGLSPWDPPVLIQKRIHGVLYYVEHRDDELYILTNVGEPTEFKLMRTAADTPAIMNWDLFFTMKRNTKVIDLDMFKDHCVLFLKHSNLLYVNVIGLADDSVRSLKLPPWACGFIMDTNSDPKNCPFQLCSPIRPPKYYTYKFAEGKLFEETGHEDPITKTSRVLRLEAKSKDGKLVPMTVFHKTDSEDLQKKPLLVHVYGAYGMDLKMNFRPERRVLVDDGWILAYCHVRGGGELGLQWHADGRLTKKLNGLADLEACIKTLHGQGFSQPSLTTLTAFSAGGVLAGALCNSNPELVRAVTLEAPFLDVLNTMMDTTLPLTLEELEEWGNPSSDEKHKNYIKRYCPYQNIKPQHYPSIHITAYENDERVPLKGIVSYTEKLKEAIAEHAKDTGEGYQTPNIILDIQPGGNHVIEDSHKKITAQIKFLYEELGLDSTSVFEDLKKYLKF
# Fh CTSL1 inh – Fasciola hepatica cathepsin L1 inhibitors, primary screen, counter-screen for PFM18AAP inhibitor project, biochemical, QFRET, fluorogenic peptide substrate. recombinant F. hepatica cathepsin L1, Z-Leu-Arg-MCA fluorescence. inhibition, % at 5.96 µM. 300,000 tested, 0.49% active;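 active = inhibition above the mean of all tested compounds plus 3 SD, set per screening campaign, cut at about 17% in these data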;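 also: 0% = plate median of test compound wells and 100% = 1 µM Z-Phe-Ala-diazomethylketone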
# PP1 counter – PP1-alpha phosphatase inhibitors, primary screen, counter-screen for PP5 inhibitor project, biochemical, fluorescence, OMFP substrate, single point | Serine/threonine-protein phosphatase PP1-alpha catalytic subunit (Homo sapiens), P62136 | purified PP1alpha | AID 2235, 2010 | 320,000 tested, 0.9% active | inhibition, % at 6.7 µM;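 active = inhibition above the mean inhibition of all tested compounds plus 3 SD, computed separately for each screening campaign, cut at about 15% in these data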
# Target sequence (P62136 whole entry, looked up): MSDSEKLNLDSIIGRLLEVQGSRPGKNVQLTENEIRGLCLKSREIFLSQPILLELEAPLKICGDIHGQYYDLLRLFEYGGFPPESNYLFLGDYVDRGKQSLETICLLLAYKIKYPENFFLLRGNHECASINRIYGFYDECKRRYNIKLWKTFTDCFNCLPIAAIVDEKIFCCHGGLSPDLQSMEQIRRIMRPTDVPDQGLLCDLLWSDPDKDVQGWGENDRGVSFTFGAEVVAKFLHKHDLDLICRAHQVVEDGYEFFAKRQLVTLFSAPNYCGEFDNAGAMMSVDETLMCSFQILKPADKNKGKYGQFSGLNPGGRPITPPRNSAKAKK
# TPT1 inh – Candida albicans TPT1 enzyme inhibitors, primary screen, biochemical, fluorescence polarization; recombinant caTPT1, FP RNA substrate dephosphorylation; 300,000 tested, 0.81% active; tRNA 2'-phosphotransferase TPT1 (Candida albicans SC5314); AID 1962, 2009; inhibition, % at 5 µM;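 active = inhibition above the mean of all tested compounds plus 3 SD, set per screening campaign, cut at about 24% in these data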;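 also: plate controls were DMSO alone for no effect and ferristatin control at 100 nM for full effect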
# HCV core dimer – inhibitors of HCV core protein dimerization, primary screen, biochemical, TR-FRET, high-throughput. TR-FRET GST/Flag-core106 dimerization, 1536-well. inhibition, % at 5 µM. 300,000 tested, 0.33% active. AID 1899, 2009;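 active = inhibition above the mean of all tested compounds plus 3 SD, set per screening campaign, cut at about 45% in these data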
#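 assay system = GST-tagged and Flag-tagged HCV core protein residues 1-106 | controls = unlabelled core106 and no-GST-core106 wells | incubation = compound-protein-antibody incubation 4 h at 22.5 °C | probe or stimulus = Eu donor and XL665 acceptor anti-tag antibodies | read-out = % inhibition based on acceptor/donor emission ratio | signal = TR-FRET 671 and 617 nm emission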
# ZTA counter – ZTA (EBV) inhibition in EBNA-1 counter-screen | inhibition, % at 11 µM | ZTA-DNA binding, fluorescence polarization | 320,000 tested, 0.15% active; in the data active = inhibition above about 33%
# Efflux pump mplx – inhibitors of Candida efflux pumps in yeast, primary screen, S. cerevisiae, Nile Red, multiplex | inhibition, % at 10 µM | S. cerevisiae Candida pump triplex | AID 485275, 2010 | 330,000 tested, 0.44% active;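 active = plate passing quality check with inhibition over a set limit, or well fluorescence over plate mean plus 4 SD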;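 also: Nile Red retained in pooled yeast measured as flow cytometry median fluorescence; 0% = buffer negative control and 100% = Enniatin B positive control; higher means more Nile Red kept so more efflux inhibition; some compounds called inactive have numbers as strong as hits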
# EBNA-1 inhibitor – EBNA-1 DNA-binding inhibitors, primary screen, biochemical, fluorescence polarization | 300,000 tested, 0.34% active | inhibition, % at 14.8 µM | AID 1950, 2009; in the data active = inhibition above about 28%
# Numbers without * were called inactive; · = no result given. An excerpt; the hit share may differ from the screen's.
smiles	PP5 inh	PREPL inh	Fh CTSL1 inh	PP1 counter	TPT1 inh	HCV core dimer	ZTA counter	Efflux pump mplx	EBNA-1 inhibitor
O=C(CN(Cc1ccco1)C(=O)c1ccccc1)Nc1ccc(Cl)c(Cl)c1	4.0	16	4	3	-3	15	17	-0.1	13
O=C1CC(=O)Nc2cc(S(=O)(=O)N3CCOc4ccc(Cl)cc43)ccc2N1	-0.6	1	-11	0	-2	-4	-20	-0.2	-3
COC(=O)c1ccccc1N(C)S(C)(=O)=O	1.3	-1	1	0	-4	-4	-10	0.0	-9
c1coc(CNc2ncnc3[nH]ncc23)c1	3.8	5	-1	-5	2	-3	-9	0.2	9
O=S(=O)(c1ccc2c(c1)OCCO2)N1CCNCC1	-1.9	1	4	-2	0	-2	10	0.0	1
CC(Oc1ccc(F)cc1)C(=O)Nc1ccc(N2CCOCC2)cc1N1CCOCC1 (stereo not given)	0.2	5	-1	1	1	-1	6	-0.1	-6
C/C(=N\NC(=O)c1nnn(-c2nonc2N)c1CN1CCc2ccccc21)c1ccccc1O	1.2	11	-7	0	2	6	10	0.0	-18
O=C(Nc1ccc(C(=O)N2CCOCC2)cc1)c1cnn2c(C(F)F)cc(-c3ccccc3)nc12	0.9	-1	6	-1	6	1	-5	0.1	-6
C=CCN1C(=O)C2C(C(=O)NCc3ccccc3)C3C=CC2(O3)C1C(=O)NC(C)(C)C (stereo not given)	0.6	0	-2	-1	-1	-7	7	0.1	1
Cc1cc(C)nc(SCC(=O)Nc2ccccc2[N+](=O)[O-])n1	1.6	6	3	-1	-4	3	-8	-0.2	4
O=C(Nc1ccc(S(=O)(=O)N2CCOCC2)cc1)c1cc(-c2cc(Cl)ccc2O)n[nH]1	4.5	13	6	-1	0	7	13	-0.2	4
CCOc1ccc(C(C)=O)cc1COC(=O)CN1C(=O)NC2(CCCC2)C1=O	-0.5	-6	-2	11	1	1	15	0.1	-6
COc1ccc(S(=O)(=O)Nc2ncccc2C)c2ccccc12	-0.2	14	1	1	-5	2	-3	-0.1	-3
COc1cccc(CNC(=O)CCC2CCCN(C(=O)C3CCOCC3)C2)c1 (stereo not given)	0.1	9	-2	-2	-2	-1	-10	-0.2	1
CN(C)S(=O)(=O)c1cccc(NC(=S)N/N=C/c2cc(Br)ccc2O)c1	4.8	29	1	3	25*	5	0	0.0	-1
COc1cc2cc(CCCOC(=O)c3ccco3)oc(=O)c2cc1OC	-1.8	4	·	0	·	·	10	0.0	·
COc1ccc2nc3sc(C(=O)NCc4cccs4)c(N)c3cc2c1	2.3	17	0	13	14	-9	-4	0.1	31*
CN1CCN(C2=Cc3ccccc3Sc3cc(F)c(Cl)cc32)CC1	2.3	2	0	4	-4	-2	-2	-0.1	-7
CCOc1ccc(NC(=O)N(C2CCCCCC2)C2CCN(C(C)=O)CC2)cc1	5.6	7	-3	-1	0	-5	4	0.0	11
CCCOc1ccc(-c2nc[nH]c2[N+](=O)[O-])cc1	-0.8	1	-4	-6	3	3	-8	0.1	0
COc1cc(/C=N/NC(=O)c2cccnc2)ccc1OS(=O)(=O)c1ccc(C)cc1	3.6	-19	-4	-3	1	-5	-12	0.0	5
O=c1[nH]c2ccc(Cl)cc2c(-c2ccccc2)c1[N+](=O)[O-]	1.8	9	2	9	-1	0	-2	-0.1	-2
Cc1ccc(CNC(=O)c2cc3c(C)nc4ccccc4c3o2)cc1	0.8	-69	5	1	1	11	14	0.0	0
NC(=O)C1CCN(C(=O)c2ccc(C(F)(F)F)cc2)CC1	-0.7	-1	0	-3	-5	-1	7	-0.1	4
O=C(NCCc1c[nH]c2ccccc12)C(F)(F)C(F)F	-0.2	-3	-1	-1	-5	-4	10	-0.1	5
O=C(/C=C/c1ccccc1)N1CCC[C@H]1CO	3.7	0	-3	1	2	2	-9	·	-9
CCN(C(=O)CN1C(=O)COc2ccc(S(=O)(=O)N3CCOCC3)cc21)c1ccc(OC)cc1	1.7	21	0	-3	3	-12	-5	0.1	-15
COc1ccc2cc(S(=O)(=O)n3cnc(C)c3)ccc2c1	2.0	-10	-3	-3	-2	-1	-2	0.0	-1
CCOc1cccc2cc(-c3csc(NC(=O)CCC(=O)N4CCC(C)CC4)n3)c(=O)oc12	0.1	3	-1	-1	0	-6	-13	0.2	-10
CN1CCN(C(=O)c2cc(Br)cn2C)CC1	0.6	0	-4	-2	-2	1	-1	0.1	3
CCCSc1ccc([C@H]2N[C@@](C)(C(=O)OC)[C@H]3C(=O)N(C)C(=O)[C@@H]23)cc1	-0.9	1	-1	-4	1	-2	8	·	-7
CC(=O)N1c2ccc(S(=O)(=O)N(C)CC(=O)N3CCCC3)cc2CC1C (stereo not given)	-1.6	11	-2	-2	-3	-6	-2	-0.2	-3
CC(C)(C)N(Cc1ccccc1)C(=O)COC(=O)Cn1cnc2ccccc2c1=O	2.5	-1	2	-3	0	3	-19	0.2	-17
O=C(/C=C/c1ccc(O)c(O)c1)OC(Cc1ccc(O)c(O)c1)C(=O)O (stereo not given)	0.8	2	3	-6	-4	-5	-5	0.1	3
N#C/C(=N/Nc1ccccc1F)C(=N)N1CCOCC1	-1.5	8	3	-3	1	3	-9	0.0	-1
O=C(Cc1ccc(Cl)c(Cl)c1)Nc1ccccc1N1CCOCC1	0.4	16	1	-3	-7	0	-10	0.0	-1
Cc1ccc(CNC(=O)c2cnccn2)cc1	-2.6	4	1	-1	0	-1	2	0.0	10
CCOC(=O)CN1CC23C=CC(O2)C(C(=O)Nc2ccc(OCC)cc2)C3C1=O (stereo not given)	0.5	2	2	-3	-4	8	-13	0.2	-5
CSc1ncc(C(=O)Nc2ccc(C(C)=O)cc2)c(-c2ccccc2)n1	-1.2	6	-3	3	-4	-2	-13	0.3	-9
CCO[C@@H]1OC(C(=O)N2CCN(C)CC2)=C[C@H](c2csc3ccccc23)[C@H]1CCCO	0.5	18	-2	1	0	-14	-11	-0.1	16
Cc1cccc(NC(=O)CCNC(=O)c2ccco2)c1	4.5	-4	-5	0	-1	-5	44*	0.0	3
COCCNC(=O)CN(Cc1cccs1)C(=O)CCC(=O)Nc1nccs1	5.2	-2	-5	-2	-2	-2	0	-0.1	-1
CNC(=O)NC(=O)CSc1ncc(C(F)(F)F)cc1Cl	-1.7	-1	-2	-1	-4	-3	16	0.0	14
O=S1(=O)C[C@@H](O)[C@@H](Nc2ccc(Cl)cc2)C1	-1.4	-72	-2	3	-2	1	-1	0.0	-9
Cc1ccc(C(=O)NCC(=O)OCC(=O)NC2CCCC(C)C2C)s1 (stereo not given)	1.1	1	-11	0	1	-6	-6	0.0	-3
Cc1csc(C(=O)O)c1NC(=O)c1ccc(F)cc1	-0.1	-1	10	-1	0	5	5	0.2	8
O=C(Cn1nnc(-c2ccccc2NC(=O)c2ccccc2F)n1)NC1CCCC1	2.0	-20	0	-4	12	1	7	0.0	-4
COc1ccc(CCNc2ccc(N3C(=O)CC(C)C3=O)cc2[N+](=O)[O-])cc1 (stereo not given)	0.6	11	7	-1	-1	0	-21	-0.3	9

# Whole records as entered above.
# COCCNC(=O)CN(Cc1cccs1)C(=O)CCC(=O)Nc1nccs1 across the screens: PP5 inh: 5.2; PREPL inh: -2; Fh CTSL1 inh: -5; PP1 counter: -2; TPT1 inh: -2; HCV core dimer: -2; ZTA counter: 0; Efflux pump mplx: -0.1; EBNA-1 inhibitor: -1
# CCO[C@@H]1OC(C(=O)N2CCN(C)CC2)=C[C@H](c2csc3ccccc23)[C@H]1CCCO across the screens: PP5 inh: 0.5; PREPL inh: 18; Fh CTSL1 inh: -2; PP1 counter: 1; TPT1 inh: 0; HCV core dimer: -14; ZTA counter: -11; Efflux pump mplx: -0.1; EBNA-1 inhibitor: 16

# Continuation.
smiles	PP5 inh	PREPL inh	Fh CTSL1 inh	PP1 counter	TPT1 inh	HCV core dimer	ZTA counter	Efflux pump mplx	EBNA-1 inhibitor
Cc1cc(C(=O)OCC(=O)Nc2cccnc2Cl)c2ccccc2n1	-1.3	3	-5	-1	2	1	4	0.1	-2
CC(=O)N1CCc2ccc(S(=O)(=O)N3CC(C)OC(C)C3)cc21 (stereo not given)	0.2	-5	1	-3	-4	-1	0	4.0	7
FC(F)Oc1ccc(NC(=S)Nn2cnnc2)cc1	0.4	1	5	-2	1	-2	-6	0.1	-3
C=CCN1c2ccccc2C(=O)CS1(=O)=O	-1.4	-2	·	2	·	·	2	-0.2	·
O=C(c1ccc(F)cc1)C1CCN(S(=O)(=O)c2ccccc2)CC1	1.5	-20	3	-2	0	-1	-12	-0.1	-2
N#Cc1ccc(OCC(=O)NCC2COc3ccccc3O2)cc1 (stereo not given)	-3.3	-5	·	-6	·	·	12	-0.2	·
CN1CCN(S(=O)(=O)c2ccc3c(c2)oc(=O)n3C)CC1	-0.5	0	1	4	23	1	6	2.6	0
COc1ccccc1Oc1ccc(N/C=C/C(=O)c2ccc(C)o2)cc1	2.2	18	4	2	12	9	1	0.0	6
CCC(CO)Nc1ccc(-c2nn(C)c(=O)c3ccccc23)cc1[N+](=O)[O-] (stereo not given)	-0.7	13	5	1	1	0	-6	-0.1	-2
O=C(CN1C(=O)CCC1=O)NC(=O)NC1CCCC1	2.3	4	1	-1	-2	-3	-8	0.1	0
CC(=O)Nc1ccc(NC(=O)COc2ncnc3ccccc23)cc1	-0.6	3	3	-4	0	2	8	0.0	2
CSCC[C@H](NC(=O)OC(C)(C)C)C(=O)N/N=C/c1ccc2nccnc2c1	-0.4	5	0	1	-6	1	18	0.0	13
COCCCNC(=S)N1CCC(C(=O)c2ccc(Cl)cc2)CC1	-0.4	-14	-1	1	-2	7	4	0.0	9
O=C(CCNC(=O)c1ccccc1)Oc1ccc([N+](=O)[O-])cc1	-1.0	0	-42	-3	0	2	-8	0.0	-4
Cc1ccc(C(=O)Nc2cc(Cl)ccc2OC(=O)c2ccc(C)cc2)cc1	-5.9	6	8	4	-5	1	-35	-0.2	-11
O=C1Cc2ccccc2Sc2ccccc21	0.4	-9	-6	0	0	0	12	-0.1	1
COc1ccc(C(C)=O)cc1COc1nc(C)nc2ccccc12	-0.9	-1	-2	-1	0	-2	-5	-0.1	4
COc1ccc(C2(CNC(=O)Cc3ccc(OC)c(OC)c3)CCOCC2)cc1	-0.2	5	0	-3	2	-1	-4	-0.1	0
COc1ccc(C2Nc3ccccc3C(=O)N2Cc2ccco2)cc1COc1ccc([N+](=O)[O-])cc1 (stereo not given)	4.5	1	1	13	2	28	5	0.3	-7
CC(CN1CCOCC1)OC(=O)COc1ccc(F)cc1 (stereo not given)	0.0	0	0	-2	-2	-4	8	0.1	-6
COCCCn1c(=O)/c(=C\c2ccc(OC(F)F)c(OC)c2)s/c1=C(/C#N)C(N)=O	-1.5	9	1	-2	8	1	-1	0.1	8
O=C1c2ccc(-c3ccc(F)cc3OCc3ccccc3)cc2S(=O)(=O)c2cccc(C(=O)N3CCCC3)c21	0.7	40	·	13	·	·	-2	0.5	·
COC(=O)c1ccccc1CSc1nsc(/C=C/N(C)C)c1C#N	1.7	-42	-5	11	92*	10	5	-0.3	-4
Cc1ccc2nc(NC(=O)CCn3cccc3)sc2c1	3.7	8	1	2	-8	0	-9	0.0	7
